KCNH2 3.1 inh – blocks the human KCNH2 3.1 channel isoform. U2OS KCNH2 3.1, thallium flux FluxOr; active compounds read low. activity change, % (tested at about 1.8 µM). 340,000 tested, 0.95% active;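 active = maximum activity change below -70%; inconclusive = maximum activity change from -70% to -50%; inactive = maximum activity change above -50%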;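 note: thallium influx rate constant from kinetic fluorescence after stimulation buffer; % is set by controls: 0 for no effect and ±100 for the full control effect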
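FluxOr-based Tl+ influx in U2OS cells transduced with KCNH2 3.1 virus; rate constants normalized to DMSO controls.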
GALK inhibitor – inhibitors of human galactokinase; Potency, µM (titrated, usually from 57.5 µM), without a hit: top-dose activity change, negative = inhibition, hits mostly inhibitors; P51570; AID 1868; Purified GALK, Kinase-Glo residual ATP luminescence; 270,000 tested, 0.007% active; note: potency is the fitted concentration of half-maximal effect; % is set by controls: 0 for no effect and ±100 for the full control effect
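Kinase-Glo Plus luminescence measured ATP left after a 1 h room-temperature reaction. The reaction used 5 nM GALK, 100 uM galactose and 35 uM ATP at pH 8.0 (20 mM HEPES, 5 mM MgCl2, 60 mM NaCl, 1 mM DTT, 0.01% BSA).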
MBNL1 CUG block – MBNL1-poly(CUG) RNA binding inhibition | Q9NR56 | TR-FRET MBNL1-His/biotin-(CUG)12 binding, 665/545 ratio | Potency, µM (top dose mostly 57.5 µM), without a hit: top-dose activity change, negative = inhibition, actives largely listed as inhibitors | 280,000 tested, 0.036% active | AID 2675; active = well fitted inhibition curve with a large enough effect in the signal ratio, with a control signal flat, not every such curve was filed as active; inconclusive = small, poorly fitted or top-dose-only effect, or effect the other way, or a change in a side signal; inactive = no such curve, though single readings can be large or run the other way; the % refers to the signal ratio; note: potency is the fitted concentration of half-maximal effect; % is set by controls: 0 for no effect and ±100 for the full control effect
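Inhibition of protein-RNA binding appears as loss of TR-FRET between terbium anti-His antibody on MBNL1-His and streptavidin-XL665 on biotin-(CUG)12. Activity is normalized to buffer-only and uninhibited-complex controls.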
TRPV1 ag – activates the human vanilloid receptor TRPV1; Q8NER1; TRPV1-expressing cells, Fluo-8 calcium influx, agonist mode; activation, % at 8.33 µM; 320,000 tested, 0.19% active; AID 540275; in the data active = activation above about 80%; inconclusive = between about 30% and that limit; note: 0% is about no effect
Target sequence (Q8NER1 whole entry, looked up): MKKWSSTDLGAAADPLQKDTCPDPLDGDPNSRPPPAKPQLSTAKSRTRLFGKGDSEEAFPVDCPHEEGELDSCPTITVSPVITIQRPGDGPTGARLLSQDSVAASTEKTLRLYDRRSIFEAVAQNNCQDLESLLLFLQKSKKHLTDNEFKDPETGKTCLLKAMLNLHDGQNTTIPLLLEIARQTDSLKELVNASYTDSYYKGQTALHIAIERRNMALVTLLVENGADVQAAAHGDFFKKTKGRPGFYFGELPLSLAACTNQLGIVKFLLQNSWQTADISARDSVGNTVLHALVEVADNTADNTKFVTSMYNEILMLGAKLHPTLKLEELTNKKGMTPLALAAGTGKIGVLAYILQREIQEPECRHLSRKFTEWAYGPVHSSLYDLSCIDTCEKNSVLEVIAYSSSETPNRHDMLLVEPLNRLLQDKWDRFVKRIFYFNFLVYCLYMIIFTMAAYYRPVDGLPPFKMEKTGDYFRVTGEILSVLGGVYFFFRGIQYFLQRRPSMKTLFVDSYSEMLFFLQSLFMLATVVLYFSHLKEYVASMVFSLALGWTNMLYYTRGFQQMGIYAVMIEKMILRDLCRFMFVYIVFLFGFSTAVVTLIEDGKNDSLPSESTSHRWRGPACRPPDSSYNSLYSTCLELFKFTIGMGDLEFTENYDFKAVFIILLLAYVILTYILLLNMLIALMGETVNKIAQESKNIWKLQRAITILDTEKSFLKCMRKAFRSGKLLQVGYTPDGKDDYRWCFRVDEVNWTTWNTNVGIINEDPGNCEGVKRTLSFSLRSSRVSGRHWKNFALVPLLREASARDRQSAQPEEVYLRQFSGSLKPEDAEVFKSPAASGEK
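Cells expressing TRPV1 were dye-loaded with Fluo-8 and read kinetically: 10 s baseline, 3 min after compound (agonist portion), then 2 min after EC20 capsaicin (allosteric enhancer portion). Calcium-bound dye fluorescence at 480/520 nm.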
MLL CXXC-DNA inh – MLL CXXC-DNA interaction inhibition. MLL-CXXC / FITC-HOXA9 DNA fluorescence polarization. Potency, µM (highest dose often 115 µM), inactives show at the highest dose activity change, negative = inhibition, usual class: inhibitors. 290,000 tested, 0.037% active. AID 2662; active = well fitted inhibition curve with a large enough effect in the polarisation, with a control signal flat, not every such curve was filed as active; inconclusive = small, poorly fitted or top-dose-only effect, or effect the other way, or a change in a side signal; inactive = no such curve, though single readings can be large or run the other way; the % refers to the polarisation; note: potency is the fitted concentration of half-maximal effect
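Steps: dispense CXXC domain solution (7 uM) → pin compounds or unlabeled HOX-A9 DNA control → 5 min ambient → add FLSN-HOX-A9 solution (50 nM) → spin → 30 min ambient → fluorescence polarization. Tris pH 7.5/NaCl/DTT/BSA buffer.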
Coupling enz – inhibits coupling enzyme system, counter-screen for aldolase hits | coupling enzyme system counterscreen, AmpLite Red fluorescence | activity change, negative = inhibition, % at 58.2 µM, hits read low | 290,000 tested, 0.67% active | AID 2472; in the data active = activity change below about -30%; note: % is set by controls: 0 for no effect and ±100 for the full control effect
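Final compound at 57.5 uM, incubated 10 min at RT with coupling enzyme reagent (glyceraldehyde-3-phosphate), then 20 min with substrate and AmpLite Red detection. Fluorescence read at 525/598 nm; tests interference with the coupling assay, not aldolase inhibition.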
AT treatment – potential ataxia-telangiectasia treatments restoring KAP-1 phosphorylation | […] A-T fibroblasts, KAP-1 phosphorylation AlphaLISA; neocarzinostatin DNA damage 30 min before lysis | Potency, µM (doses to about 57.5 µM), for the others: top-dose activation, actives largely listed as activators | 320,000 tested, 0.19% active; note: potency is the fitted concentration of half-maximal effect; % of control where 0% means no effect; nearly all actives have a fitted effect of over 45% in size
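ATM-like activity read as KAP-1 phosphorylation via AlphaLISA donor/acceptor antibody pairs after lysis and 6 hr at 25C. Cells were ATM-null patient fibroblasts ([…], hTERT), dosed 60 min, then exposed to the DSB inducer NCS for 30 min.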
a7 integrin act – integrin-mediated muscular dystrophy alleviation activation; alpha7betagal myoblasts, beta-gal FDG fluorescence, 48 h; Potency, µM (titrated, usually from 38.3 µM), without a hit: at the top dose activation, most hits filed as activators; 350,000 tested, 0.064% active;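 note: potency is the fitted concentration of half-maximal effect; 100% = response of the positive control SU9516; nearly all actives have a fitted effect of over 60% in size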
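alpha7betagal+/- myoblasts (passage 13, 250/well) treated 48 h at 37C with compounds at 1:260 dilution of DMSO stock. Lysed, then beta-galactosidase activity read as FDG fluorescence (ex 480/em 540) after 30 min, with pre-read for autofluorescence.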
ASM inhibitor – inhibitors of human secretory acid sphingomyelinase | P17405 | placental ASM, HMU-PC fluorogenic substrate, 60 min | Potency, µM (top dose mostly 57.5 µM), for the others: at the highest dose activity change, negative = inhibition, usual class: inhibitors | 340,000 tested, 0.006% active; note: potency is the fitted concentration of half-maximal effect
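Human placenta-derived ASM preincubated with compound 10 min at room temperature, then reacted with 9 uM (final) fluorogenic HMU-PC substrate for 60 min at 37 C. Stop solution raises pH to 10; fluorescence read at Ex 386/Em 447 nm.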
KCNH2 WT inh – inhibitors of human wildtype KCNH2 potassium channel; activity change, % at 1.84 µM; 340,000 tested, 0.37% active; U2OS, BacMam KCNH2, thallium flux FluxOr; active compounds read low;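 active = maximum activity change below -70%; inconclusive = maximum activity change between -70% and -50%; inactive = maximum activity change above -50%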; note: % is set by controls: 0 for no effect and ±100 for the full control effect
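U2OS cells transduced with wild-type KCNH2 virus are loaded with FluxOr dye for 45 min, and thallium flux is measured in kinetic reads before and after stimulation buffer. Rate constants are normalized to DMSO controls.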
* hit, by the source's call; ? = inconclusive; / = not tested or not shown; & = joins results of further samples; [ ] = another dose, or the depositor's remark. Unless noted, calls come from the whole dose curve; as a rule, active = well fitted curve in the direction sought with a large enough effect; inconclusive = small, poorly fitted or top-dose-only effect, or another doubt; inactive = no such curve, though single readings can be large; an effect the other way counts as inactive or inconclusive.

[1] CCn1c(=O)cc(SCC(=O)N2CCN(c3ccccc3F)CC2)c2ccccc21
[2] Nc1c([N+](=O)[O-])cc(-c2cnc[nH]2)cc1[N+](=O)[O-]
[3] Cc1ccc(C=Nc2ccccc2C(=O)Nc2ccccc2)cc1
[4] CCOC(=O)C1=C(c2ccccc2)NC(=S)NC1c1ccc(Cl)c([N+](=O)[O-])c1 (configuration not stated)
[5] Cc1cc(NC(=O)CSCC(=O)OCC(=O)Nc2ccc(OC(F)F)cc2)no1
[6] O=C(O)C1CCCN1S(=O)(=O)c1ccc2ccccc2c1 (configuration not stated)
[7] Cc1ccc(N(C)C(=O)CN(C)S(=O)(=O)c2ccc3c(c2)n(C)c(=O)c(=O)n3C)cc1
[8] Cc1cc(OC(=O)c2cc(Cl)ccc2Cl)c([N+](=O)[O-])c(=O)[nH]1

screen / no.	1	2	3	4	5	6	7	8
KCNH2 3.1 inh	12	-13	-8	/	-11	4	-5	-7
GALK inhibitor	-1%	2%	0%	3%	/	-3%	2%	/
MBNL1 CUG block	-3%	?	11%	-3%	/	3%	-2%	-11%
TRPV1 ag	13	-3	3	11	1	2	0	2
MLL CXXC-DNA inh	7%	2%	-3%	4%	/	4%	3%	-8%
Coupling enz	2	-1	1	-10	/	3	0	1
AT treatment	/	-7%	0%	0%	6%	-3%	-8%	-6%
a7 integrin act	-15%	8%	12%	/	-16%	22%	-10%	11%
ASM inhibitor	-14%	-6%	166%[activator]	/	0%	-1%	0%	-3%
KCNH2 WT inh	0	-7	0	/	0	-3	0	-8

[9] O=C(Nc1ccc2c(c1)OCO2)c1cccc(S(=O)(=O)N2CCCC2)c1
[10] Cc1csc(NS(=O)(=O)c2ccc(Cl)cc2)n1
[11] N#Cc1c(NC(=O)c2ccc(-c3ccccc3[N+](=O)[O-])o2)sc2c1CCCC2
[12] CN(C)c1ccc(C(CC(=O)O)NC(=O)c2ccc(Cl)cc2)cc1 (configuration not stated)
[13] O=C(O)C(O)c1ccccc1 (configuration not stated)
[14] CC(Sc1nnc(Cc2cccs2)n1C1CCCCC1)C(=O)NCc1ccco1 (configuration not stated)
[15] Cc1ccc(NC(=O)CCC(=O)c2ccccc2)cc1
[16] CCN(Cc1ccccc1)C(=O)C1CCC(CNc2c(N3CCOCC3)c(=O)c2=O)CC1 (configuration not stated)

screen / no.	9	10	11	12	13	14	15	16
KCNH2 3.1 inh	15	1	-19	10	-5&-21	-11	15	5
GALK inhibitor	2%	-4%	3%	4%	2%	0%	/	1%
MBNL1 CUG block	-14%	-13%	-4%	-2%	-7%	-3%	/	5%
TRPV1 ag	?	-1	1	-2	-3&3	-1	/	3
MLL CXXC-DNA inh	0%	-6%	17%	-6%	3%&-1%	19%	/	-1%
Coupling enz	0	2	-7	1	0&-2&2	2	/	0
AT treatment	1%	-1%	-10%	-4%	5%	-2%	/	7%
a7 integrin act	17%	-9%	38%	-19%	/	-2%	15%	-17%
ASM inhibitor	-1%	7%	-10%	0%	3%&0%	1%	-7%	0%
KCNH2 WT inh	3	5	-3	-12	-19&23	-6	8	-19

[17] CCOC(=O)C1CCCN(CCC(=O)Nc2ccc3c(c2)CCC3)C1 (configuration not stated)
[18] CC(=O)OCC1=C(C(=O)O)N2C(=O)[C@@H](NC(=O)Cc3ccccc3)[C@H]2SC1
[19] Cc1cc([N+](=O)[O-])ccc1NC(=S)NC(=O)C(c1ccccc1)c1ccccc1
[20] O=c1ccc(S(=O)(=O)N2CCC(Cc3ccccc3)CC2)c[nH]1
[21] O=C(NCc1ccco1)c1cc2n(n1)C(C(F)(F)F)CC(c1ccc(Br)cc1)N2 (configuration not stated)
[22] O=C(O)CCCCCNC(=O)CSc1nnc(-c2ccco2)n1-c1ccccc1
[23] COc1ccc(CC(=O)OCC(=O)N(CC(C)C)c2c(N)n(Cc3ccccc3)c(=O)[nH]c2=O)cc1
[24] CSC1=NC(C)(C)CC2(C)Nc3ccccc3N12 (configuration not stated)

screen / no.	17	18	19	20	21	22	23	24
KCNH2 3.1 inh	-2	-1	2	-10	-9	12	8	3
GALK inhibitor	0%	/	-1%	-1%	-1%	18%	/	/
MBNL1 CUG block	-1%	/	6%	5%	-2%	-5%	/	-2%[11.5 µM]
TRPV1 ag	4	/	-2	28	0	-3	2	1
MLL CXXC-DNA inh	-2%	/	4%	-3%	-2%	1%	/	3%
Coupling enz	2	/	-1	2	2	2	/	2
AT treatment	-4%	/	/	-1%	4%	-3%	0%	1%
a7 integrin act	-17%	23%	-3%	7%	-15%[7.66 µM]	4%	4%	-17%
ASM inhibitor	0%	0%	-7%	-3%	1%	2%	1%	0%
KCNH2 WT inh	18	-3	2	-6	-4	1	-2	-15

[25] C=CCn1c(-c2ccc(C)cc2)nc2ccccc21
[26] COc1ccc(CNc2nc(-c3ccccc3)nn2C(=O)c2ccc([N+](=O)[O-])cc2)cc1
[27] CN(C)c1ccc(C2C=C(c3ccc(Cl)cc3OC(F)F)Nc3ncnn32)cc1 (configuration not stated)
[28] Cc1cc(C)c2c(CC(=O)N(CCC#N)Cc3cccnc3)coc2c1
[29] CC(C)NC(=O)CCCc1c[nH]c2ccccc12
[30] O=C(/C=C/c1ccccc1)N1CCN(c2ccccn2)CC1
[31] CCn1cc(/C=N\NC(=O)c2c[nH]c3ccccc23)c(C)n1
[32] CCCCCCc1c(O)nc(SCCN(C)C)[nH]c1=O

screen / no.	25	26	27	28	29	30	31	32
KCNH2 3.1 inh	1	-6	-21	1	10	-6	16	-8
GALK inhibitor	0%	1%	0%	-1%	1%	3%	/	0%
MBNL1 CUG block	-5%	27%	-1%	4%	-7%	1%	11%[11.5 µM]	-1%
TRPV1 ag	3	2	15	-2	3	20	0	-1
MLL CXXC-DNA inh	28%	16%	34%[activator]	-3%	-1%	2%	-5%	-5%
Coupling enz	1	3	-3	1	6	3	3	0
AT treatment	1%	4%	0%	-2%	-1%	-7%	0%	1%
a7 integrin act	-39%[inhibitor]	13%	0%	-11%	-17%	1%	0%	-3%
ASM inhibitor	1%	-1%	135%[activator]	-2%	5%	-2%	8%	2%
KCNH2 WT inh	-14	-15	-12	4	1	-6	-5	-1

[33] Cc1cc2cc(CNC(=O)c3cccc([N+](=O)[O-])c3)ccc2[nH]1
[34] O=C(O)/C(=C\c1cccc(F)c1)c1ccc(S(=O)(=O)N2CCCC2)s1
[35] O=C(CCN1CCOCC1)Nc1cc(C(=O)Nc2ccccc2F)ccc1N1CC2CC(C1)c1cccc(=O)n1C2 (configuration not stated)
[36] Cc1ccc(S(=O)(=O)CC(=O)Nc2ccc(S(=O)(=O)Nc3ccccn3)cc2)cc1
[37] CCOC(=O)C1CC=C(Cl)CC1C(=O)Nc1nccs1 (configuration not stated)
[38] COc1ccc(NC(C)=O)cc1S(=O)(=O)N1CCN(Cc2cccs2)CC1
[39] COc1cccc(C(=O)OCC(=O)NCCNC(=O)COC(=O)c2cccc(OC)c2OC)c1OC
[40] COc1cc(/C=N/NC(=O)C(=O)NCC2CCCO2)cc(Cl)c1O (configuration not stated)
[41] Cc1ccc([N+](=O)[O-])cc1S(=O)(=O)Nc1ccc(C(=O)N2CCN(C(=O)c3ccco3)CC2)cc1
[42] CCN(CC)CCNS(=O)(=O)c1ccc(Cl)cc1

screen / no.	33	34	35	36	37	38	39	40	41	42
KCNH2 3.1 inh	-16	22	-12	-4	1	12	0	15	-6	-6
GALK inhibitor	/	/	-3%	2%	1%	/	-8%	-3%	/	1%
MBNL1 CUG block	?	/	-5%	-3%	0%	/	-1%	17%	/	-3%
TRPV1 ag	2	-2	0	2	8	3	-1	0	-1	-1
MLL CXXC-DNA inh	-2%	/	7%	7%	-6%	/	31%[activator]	5%	/	5%
Coupling enz	-4	/	5	7	-3	/	/	-1	/	4
AT treatment	-5%	-7%	7%	-4%	-4%	0%	4%	4%	6%	-1%
a7 integrin act	-14%	8%	-18%	-18%	19%	20%	0%	14%	-17%	22%
ASM inhibitor	-5%	5%	-3%	0%	-5%	1%	2%	0%	-1%	7%
KCNH2 WT inh	7	-13	-1	-15	38	1	-2	5	3	-2

Whole records from above. Order of screens: KCNH2 3.1 inh, GALK inhibitor, MBNL1 CUG block, TRPV1 ag, MLL CXXC-DNA inh, Coupling enz, AT treatment, a7 integrin act, ASM inhibitor, KCNH2 WT inh
`CCN(CC)CCNS(=O)(=O)c1ccc(Cl)cc1` in the list: -6, 1%, -3%, -1, 5%, 4, -1%, 22%, 7%, -2
`COc1ccc(NC(C)=O)cc1S(=O)(=O)N1CCN(Cc2cccs2)CC1` in the list: 12, /, /, 3, /, /, 0%, 20%, 1%, 1
`Cc1cc2cc(CNC(=O)c3cccc([N+](=O)[O-])c3)ccc2[nH]1` in the list: -16, /, ?, 2, -2%, -4, -5%, -14%, -5%, 7

Screening data: PubChem BioAssay, National Center for Advancing Translational Sciences (NCATS)
